# Screens from PubChem.
# hIAP act – human IAP activators, primary screen, biochemical, luminescence, uHTS. purified human IAP, CDP-Star luminescence, 30 min; hits give high values; 1 = vehicle-only enzyme, 0 = enzyme-free background. 330,000 compounds, 0.16% hits. activation factor at 10 µM. Intestinal-type alkaline phosphatase (Homo sapiens), P09923. AID 2524, 2010;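 active means activation factor of the enzyme at least 2-fold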; further: the source names both 10 and 20 µM as test concentration; values of inactives mirror those of a sister screen read the other way
# SENP8 block – human SENP8 protease inhibitors, primary screen, biochemical, fluorescence, Nedd8 protein substrate, uHTS | AID 602440, 2012 | 360,000 compounds, 0.64% hits | Sentrin-specific protease 8 (Homo sapiens), Q96LD8 | inhibition, % at 20 µM | recombinant SENP8; in the data active means inhibition mostly above about 40%, no sharp cut-off; inactive means mostly below about 27%
# Target sequence (Q96LD8 whole entry, looked up): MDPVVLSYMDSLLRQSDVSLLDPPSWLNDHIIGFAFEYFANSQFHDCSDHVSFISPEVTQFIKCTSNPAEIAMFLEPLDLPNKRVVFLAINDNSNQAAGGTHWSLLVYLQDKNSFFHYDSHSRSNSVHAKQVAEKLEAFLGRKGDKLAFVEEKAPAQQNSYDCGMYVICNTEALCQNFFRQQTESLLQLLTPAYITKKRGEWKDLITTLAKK
# SENP6 block – SENP6 protease inhibitors, primary screen, biochemical, luminescence, uHTS | Recombinant SENP6 catalytic domain, aminoluciferin luminescence | Sentrin-specific protease 6 (Homo sapiens), Q9GZR1 | inhibition, % at 10 µM | AID 2599, 2010 | 330,000 compounds, 1.8% hits;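 active means inhibition above about 50% at the single tested dose, limit read from the data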;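 further: plate controls were DMSO wells with enzyme for no effect and DMSO wells lacking enzyme for full effect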
# Target sequence (Q9GZR1 628-1112 limits assumed): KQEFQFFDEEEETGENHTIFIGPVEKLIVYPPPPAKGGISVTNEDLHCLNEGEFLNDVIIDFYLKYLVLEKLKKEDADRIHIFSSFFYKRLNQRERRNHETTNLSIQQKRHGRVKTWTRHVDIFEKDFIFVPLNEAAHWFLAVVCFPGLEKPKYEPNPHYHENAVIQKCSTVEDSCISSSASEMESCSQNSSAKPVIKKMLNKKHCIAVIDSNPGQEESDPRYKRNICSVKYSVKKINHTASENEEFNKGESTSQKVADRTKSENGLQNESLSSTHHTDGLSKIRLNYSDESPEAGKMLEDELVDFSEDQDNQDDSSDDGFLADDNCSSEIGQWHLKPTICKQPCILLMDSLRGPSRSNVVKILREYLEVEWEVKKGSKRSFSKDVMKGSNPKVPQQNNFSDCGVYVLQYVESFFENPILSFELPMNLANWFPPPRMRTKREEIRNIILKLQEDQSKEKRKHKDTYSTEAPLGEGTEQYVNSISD
# GRIN3A LBD mod – binders of NR3A ligand-binding domain, primary screen, biophysical, differential scanning fluorimetry, uHTS; Tm shift relative to glycine control, % at 25 µM; Glutamate receptor ionotropic, NMDA 3A (GRIN3A) ligand-binding domain; NR3A LBD differential scanning fluorimetry, Tm shift; 0% = protein alone, 100% = glycine-bound protein; 340,000 compounds, 2.5% hits; AID 1259313, 2017;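 active means melting temperature shift of at least 10% of the positive control shift, at one fixed dose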
# PfGluPho inh – PfG6PD enzyme inhibitors, primary screen, biochemical, fluorescence intensity, uHTS; glucose-6-phosphate dehydrogenase-6-phosphogluconolactonase (Plasmodium falciparum 3D7); PfGluPho enzyme, NADPH resazurin-diaphorase fluorescence; AID 504690, 2011; inhibition, % at 20 µM; 350,000 compounds, 0.78% hits;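 active means inhibition reaching at least a set limit at 20 µM in the primary screen, cut at about 59% in these data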;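 further: 0% = DMSO wells with substrate and 100% = DMSO wells lacking glucose-6-phosphate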
# SENP1 inh – human SENP1 catalytic domain inhibitors, primary screen, biochemical, FRET, uHTS; Sentrin-specific protease 1 (Homo sapiens), Q9P0U3; 360,000 compounds, 0.21% hits; inhibition, % at 10 µM; recombinant SENP1 catalytic domain, CyPet-SUMO1-YPet FRET cleavage;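 active means inhibition at least 30% at 10 µM, raw YFP signal under a set limit, fluorescence ratio 0.5 to 1.5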;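 further: 0% = enzyme with DMSO and 100% = no enzyme wells; some results filed as inactive read as strong as hits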
#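 Material – human SENP1 catalytic domain · Input – SENP1 enzyme, 20 pM final · Compound dosing – single concentration of 10 µM compound, 0.5% DMSO final · Timing – enzyme reaction for 50 min at room temperature, dark · Measured by – FRET fluorescence in CFP and YFP emission channels · Control set – no-enzyme wells low, DMSO-plus-enzyme wells high control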
# MPTP inh – mitochondrial permeability transition pore inhibitors, primary screen, biochemical, isolated mouse mitochondria, absorbance; inhibition, % at 10 µM; 360,000 compounds, 1.4% hits; Ca2+ swelling absorbance, 30 min; AID 602449, 2012;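 active means inhibition of 50% or more, scaled per plate between neutral and stimulator controls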;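 further: 0% = DMSO wells given calcium and 100% = 1 mM EGTA wells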
# ATG4B inhibitor – ATG4B protease inhibitors, primary screen, biochemical, fluorescence, uHTS | AID 504462, 2011 | Cysteine protease ATG4B (Homo sapiens), Q9Y4P1 | inhibition, % at 8.33 µM | ATG4B cleavage of LC3-PLA2, NBD-HPC fluorescence, 1 h | 340,000 compounds, 0.51% hits; in the data active means inhibition above about 40%
# Target sequence (Q9Y4P1 whole entry, looked up): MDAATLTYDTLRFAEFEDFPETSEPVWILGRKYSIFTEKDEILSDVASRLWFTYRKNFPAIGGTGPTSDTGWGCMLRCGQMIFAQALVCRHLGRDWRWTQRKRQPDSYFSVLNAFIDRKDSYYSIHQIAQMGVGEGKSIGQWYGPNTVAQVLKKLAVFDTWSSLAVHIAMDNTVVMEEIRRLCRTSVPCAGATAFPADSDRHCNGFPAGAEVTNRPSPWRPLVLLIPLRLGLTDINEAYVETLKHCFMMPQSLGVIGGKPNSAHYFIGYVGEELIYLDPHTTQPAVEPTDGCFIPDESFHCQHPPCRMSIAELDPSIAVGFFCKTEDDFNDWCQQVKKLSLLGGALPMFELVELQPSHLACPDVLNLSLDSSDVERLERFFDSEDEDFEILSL
# Numbers without * were called inactive; i = inactive; / = no result given.
# Each structure is followed by: SENP6 block	SENP8 block	ATG4B inhibitor	GRIN3A LBD mod	hIAP act	SENP1 inh	PfGluPho inh	MPTP inh
- CC(OC(=O)Cn1cnc2c1c(=O)n(C)c(=O)n2C)C(=O)NC1CCCCC1C (stereo not drawn)
  -6	1	2	0	0.84	2	9	2.3
- CCC(NC(=O)c1ccccc1NC(=O)c1ccc(C)cc1)C(=O)O (stereo not drawn)
  26	18	-1	0	0.93	4	36	-0.9
- COc1ccc(NC(=O)CSc2nc3nc(-c4cccs4)cc(C(F)(F)F)c3c(=O)[nH]2)c(OC)c1
  15	-467	4	1	1	-18	4	23
- Cc1nn(C)c(C(=O)N2CCOCC2)c1Cl
  11	21	-5	1	1.1	2	7	0.2
- Cc1ccc(S(=O)(=O)c2cc3c(=O)n4ccccc4nc3n(C)c2=N)cc1C
  -9	-276	-4	2	1	-33	-5	1.9
- COc1ccc(C)cc1NC(=O)CN1CCN(c2ccccn2)CC1
  -10	4	-2	-2	0.96	0	0	-0.8
- O=C(O)/C=C/C(=O)NNc1ccc([N+](=O)[O-])cc1
  83*	16	-5	-2	0.71	5	7	0.7
- Cc1ccc(C)c(OCCN2CCOCC2)c1
  6	3	-3	-3	0.86	0	2	1.2
- CCNC(=O)NC(=O)C(C)OC(=O)c1ccc(SC)cc1OC (stereo not drawn)
  -17	8	-9	0	1.1	3	-12	1.8
- COc1cc(C2Nc3ccc4ncccc4c3C3=C2C(=O)CCC3)cc(OC)c1OC (stereo not drawn)
  -10	-428	1	-2	0.97	-20	-4	-1.4
- COc1ccc(OCCCCN2CCC(C)CC2)cc1
  15	11	0	-2	1.1	2	-10	-0.1
- CN(CC(=O)NC(=O)NCc1ccco1)Cc1nc2ccccc2c(=O)[nH]1
  -23	-4	-1	-1	1.7	-5	23	2.3
- COc1cc(OC)c2ccc(=O)oc2c1
  8	-194	6	1	1.1	2	2	-1.6
- COc1ccc(C)cc1NC(C)C(=O)NC(=O)NC1CCCCC1 (stereo not drawn)
  -8	6	0	-2	1.1	1	19	-0.8
- COc1ccc(OC)c(NC(=O)CSc2ccc(-c3cccnc3)nn2)c1
  -3	9	5	0	1.1	-2	7	-0.1
- COCCNC(=O)c1cc2cc(Cl)cc(Cl)c2oc1=O
  -14	-63	-5	1	0.99	14	46	1.6
- Cc1cc(O)c(-c2cc(O)c(C)cc2O)cc1O
  8	-315	0	-5	1.1	2	112*	2.8
- Cc1ccc(CNC(=O)c2coc(=O)c3ccccc23)o1
  9	27	4	0	1	-6	13	-1.8
- CC(C)Oc1ccc(CCN=C(N)N=C(N)N)cc1Cl
  2	3	-1	0	1.1	1	1	-1.5
- c1ccc(-c2ccn3nnnc3n2)cc1
  0	11	-7	1	1	1	-5	0.6
- Cc1ccc(NS(=O)(=O)c2ccc(OCC(=O)N3CCOCC3)cc2)cc1
  -27	5	-6	-1	0.95	1	-6	-1.0
- CC(C)CC1(C)NC(=O)N(CC(=O)Nc2ccc3c(c2)CCC3)C1=O (stereo not drawn)
  -20	8	-1	0	1.1	-1	6	0.1
- Cc1ccc(S(=O)(=O)NCCSCc2ccccc2)cc1
  -6	21	5	2	1	2	-5	3.1
- COC(=O)c1ccccc1NC(=S)N(Cc1ccc2c(c1)OCO2)Cc1cc2cc(OC)ccc2[nH]c1=O
  -8	-267	-4	1	0.98	-10	0	0.6
- CCN(CC)CCNC(C(=O)Nc1cc(C(F)(F)F)ccc1Cl)c1ccccc1 (stereo not drawn)
  -35	18	-2	-1	1.5	1	9	-0.2
- COc1ccc(CNS(=O)(=O)c2cc(-c3cc(C)no3)ccc2OC)cc1OC
  9	14	1	-2	0.74	2	-6	-0.3
- CC(=O)C1C(c2ccco2)c2c(noc2C)CC1(C)O (stereo not drawn)
  0	14	6	-1	1	3	-14	-1.3
- CCOC(=O)C1CCN(C(=O)COc2ccc(Cl)cc2Cl)CC1
  6	12	-10	-1	0.99	0	-20	0.6
- COc1ccc(CNC(=O)C2CC(c3ccc(C(F)(F)F)cc3)=NO2)cc1 (stereo not drawn)
  -21	4	-8	-1	1.1	3	12	0.4
- CCOC(=O)CCCn1c(C)nc(=O)c(-c2ccccc2)c1C
  0	22	7	0	1.1	0	-17	-0.1

# More records
# Each structure is followed by: SENP6 block	SENP8 block	ATG4B inhibitor	GRIN3A LBD mod	hIAP act	SENP1 inh	PfGluPho inh	MPTP inh
- CCOC(=O)C1CCN(C(=O)CNC(=O)c2nn(-c3ccc(OC)c(OC)c3)c(=O)c3ccccc23)CC1
  -8	-38	-8	-2	0.88	1	-3	0.1
- Cc1ccc(C(N)=Nc2ccccc2)cc1
  1	21	-9	5	1	2	7	-0.6
- CC(Oc1ccc(F)cc1)C(=O)Nc1cccc(-c2nn[nH]n2)c1 (stereo not drawn)
  -6	6	-7	0	1.1	-2	3	1.0
- CC(=O)Nc1ccccc1C(=O)N1CC2(C)CC1CC(C)(C)C2 (stereo not drawn)
  4	7	-6	1	0.91	0	-6	-0.9
- CC(C)(C)C(=O)c1cnc(Nc2ccccc2)s1
  34	-492	6	1	1.2	-2	38	2.6
- Cc1ccc(-n2nnnc2SCC(=O)N(CC(C)C)c2c(N)n(CC(C)C)c(=O)[nH]c2=O)cc1
  -4	10	-2	-2	0.97	-2	-4	6.5
- O=C(O)C1CCCCC1C(=O)NCc1ccncc1 (stereo not drawn)
  5	10	-7	0	0.93	2	27	0.8
- CN1C(=O)N(c2nnc(C(C)(C)C)s2)C(=O)C1c1ccccc1 (stereo not drawn)
  8	15	3	0	0.76	1	-13	0.2
- COCCn1c(=O)[nH]c2cc(C(=O)Nc3ccc(OC)c(Cl)c3)ccc2c1=O
  0	4	-3	1	0.9	1	12	-0.9
- Cc1ccc(C)c(C(=O)CSc2n[nH]c(-c3ccncc3)n2)c1
  -10	16	-7	-2	1.3	2	-27	0.1
- Cc1nc2ccc(N=NC3=C(O)CC(C)(C)CC3=O)cc2s1
  14	19	6	0	0.87	9	10	8.2
- Cc1ccccc1/C(=N\S(=O)(=O)c1ccc(Br)cc1)Nc1ccccc1
  /	8	/	/	/	1	-5	-0.2
- Cc1cc(C)n2nc(SC(C)C(=O)N3CC(C)OC(C)C3)nc2n1 (stereo not drawn)
  -2	18	-11	0	1.1	0	-7	-0.9
- O=S(=O)(c1ccc(OCc2nc3ccccc3s2)c(Cl)c1)N1CCOCC1
  -8	18	-9	-10	1.1	-2	-3	-1.1
- Cc1ccccc1C(=O)NCC(=O)OC(C)C(=O)NCc1ccco1 (stereo not drawn)
  -1	5	7	1	0.94	2	-8	-0.6
- Cc1ccc(NC(=S)NC(=O)c2c(-c3ccccc3Cl)noc2C)cc1
  -3	7	5	-3	0.97	1	7	-0.6
- Cc1cccc(NC(=O)c2cc(NC(=O)C3CCCCC3C(=O)O)ccc2Cl)n1 (stereo not drawn)
  -6	2	5	8	0.79	1	-16	0.9
- COc1ccc(C2/C=C\CN(CC(C)C)CC(=O)N2Cc2cccc(F)c2)cc1 (stereo not drawn)
  /	-9	1	-2	/	-8	14	0.3
- COCCCNC(=O)/C(C#N)=C/c1c(N2CCN(C)CC2)nc2c(C)cccn2c1=O
  -9	-277	1	0	1.1	-30	-1	-1.2
- O=C1c2ccccc2NC(c2ccccc2O)N1O (stereo not drawn)
  -7	-33	-12	-3	1.1	-1	-22	-1.2
- C[C@@]12CCC[C@H](O1)[C@@H]([C@H](O)c1ccccc1)O2
  0	14	3	-2	1.1	1	5	-0.2
- N#Cc1ccccc1Cn1c(-c2cscn2)nc2ccccc21
  -17	8	-2	-2	1.1	-1	-20	2.2
- Cc1cc(=O)c2ccc(NC(=O)c3ccccc3)cc2[nH]1
  /	-18	/	/	/	2	25	-1.9
- CC(=O)N1c2ccc(S(=O)(=O)N(C)C3CCCCC3)cc2CC1C (stereo not drawn)
  15	12	-1	2	1.2	-1	-9	-0.4
- O=C(COC(=O)CCN=C1NS(=O)(=O)c2ccccc21)NC1CCCCCCC1
  -20	23	2	1	1.2	0	1	0.8
- Cc1ccc(/C(O)=C2\C(=O)C(=O)N(C)C2c2ccc([N+](=O)[O-])cc2)cc1 (stereo not drawn)
  -2	10	0	2	0.84	-1	-3	-0.1
- COc1ccc2ccccc2c1CNC(C)c1ccccc1 (stereo not drawn)
  -6	3	-5	-2	1.4	1	0	1.5
- COc1ccc(C(=O)c2c3ccc(OC)cc3[n+]([O-])n2Cc2ccc(C(N)=O)cc2)cc1
  20	-58	-11	1	0.99	-3	-24	0.0
- O=C(CCN1C(=O)[C@@H]2Cc3ccccc3CN2C1=O)Nc1cccc(F)c1
  3	-1	-1	-1	0.88	1	0	6.8
- CCOc1ccc(N2C(=O)C3CC(C)=C(C)CC3C2=O)c([N+](=O)[O-])c1 (stereo not drawn)
  -21	16	19	-17	0.8	3	4	-2.0

# An excerpt from above in order of the ATG4B inhibitor value, smallest number first:
SMILES | SENP6 block | ATG4B inhibitor | GRIN3A LBD mod | hIAP act | SENP1 inh | PfGluPho inh | MPTP inh
CC(=O)Nc1ccccc1C(=O)N1CC2(C)CC1CC(C)(C)C2 (stereo not drawn) | 4 | -6 | 1 | 0.91 | 0 | -6 | -0.9
O=C(CCN1C(=O)[C@@H]2Cc3ccccc3CN2C1=O)Nc1cccc(F)c1 | 3 | -1 | -1 | 0.88 | 1 | 0 | 6.8
CC(C)(C)C(=O)c1cnc(Nc2ccccc2)s1 | 34 | 6 | 1 | 1.2 | -2 | 38 | 2.6

# Remaining list, next part:
# Each structure is followed by: SENP6 block	SENP8 block	ATG4B inhibitor	GRIN3A LBD mod	hIAP act	SENP1 inh	PfGluPho inh	MPTP inh
- O=C(NC1CCCN(Cc2ccc(Cl)cc2)C1)c1cccc(F)c1 (stereo not drawn)
  13	7	0	1	1.3	-1	-2	-0.3
- Cc1cc(C)c2c(NC(=O)C3CC3)nn(C)c2n1
  -3	-127	-26	1	1.1	1	-4	-0.4
- O=C(NCc1ccccn1)c1cccs1
  -16	11	3	0	1.2	-1	-8	-3.0
- Cc1nn(Cc2cccc(C(=O)N3N=C(C(F)F)CC3(O)C(F)F)c2)c(C)c1[N+](=O)[O-] (stereo not drawn)
  -19	4	6	-8	0.81	1	10	-1.3
- CSc1cccc(CNC(=O)C2CCC(=O)N(CCc3ccccn3)C2)c1 (stereo not drawn)
  -2	-6	5	1	1	1	-1	0.0
- CSc1nc(N)nc2c1ncn2CC(=O)NCCNc1ccc([N+](=O)[O-])cn1
  -11	12	/	4	1.1	-2	8	2.1
- CC(C)COc1cccc(-c2cc(C(=O)Nc3ccon3)c3ccccc3n2)c1
  -8	-283	4	-7	0.92	-2	12	3.4
- O=C(COC(=O)CCCOc1ccc(Cl)cc1Cl)Nc1cccc(Cl)c1
  -16	13	-19	9	0.98	0	11	1.3
- O=C(CSc1nc2ccccc2[nH]1)Nc1ccccc1F
  5	4	-4	-1	0.84	1	-8	2.2
- COC(OC)C1Nc2ccccc2C(=O)N1c1ccc(F)cc1 (stereo not drawn)
  -3	i	9	2	0.95	1	-11	-0.6
- O=C(c1cccs1)N1CCN(C(=O)C2CCCO2)CC1 (stereo not drawn)
  4	25	-4	0	0.86	-1	16	-1.0
- COC(=O)[C@@H](NC(=O)CCc1nnc(-c2ccsc2)o1)C(C)C
  9	7	10	-1	0.97	1	-3	0.2

# Compounds as they come; about 6.7% have a hit in one of these screens.
